Screens as filed in PubChem BioAssay.
APEX1 inh = qHTS Assay for Inhibitors of the Human Apurinic/apyrimidinic Endonuclease 1 (APE1); recombinant APE1, TAMRA/BHQ-2 abasic DNA cleavage fluorescence; Potency, µM (titrated, usually from 65.8 µM), for inactives: top-dose activity change, negative = inhibition, actives largely listed as inhibitors; 350,000 tested, 0.35% active; DNA repair nuclease/redox regulator APEX1 (Homo sapiens), P27695;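 further: potency means the concentration at half of the fitted maximal effect; plate controls were vehicle for no effect and reference inhibitor for full effect; nearly all actives have a fitted effect of over 55% in size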
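Readout is kinetic fluorescence (ex 525, em 598 nm) from cleavage of 50 nM TAMRA/BHQ-2 THF abasic duplex by 0.75 nM APE1, compound added 15 min beforehand at RT.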
LDHA inh = qHTS assay for inhibitors of human lactate dehydrogenase. purified LDHA, NADH/diaphorase-resazurin fluorescence; stronger effect = lower value. activity change, % (values are at about 110 or 230 µM). 480,000 tested, 0.15% active; in the data active means activity change below about -30%; inconclusive means mostly about -25% to -30%;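 further: plate controls were DMSO wells for no effect and wells without enzyme for full effect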
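Human LDH5 (2 nM) was incubated with 0.06 mM NADH and 0.2 mM pyruvate for 5 min at room temperature in Tris pH 7.4. Remaining NADH was coupled through diaphorase/resazurin, and resorufin fluorescence was read at 0 and 20 min.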
Anesthetic bind = qHTS Assay for Identification of Novel General Anesthetics; Ferritin light chain (Equus caballus), P02791; apoferritin/1-aminoanthracene competitive binding, fluorescence; Potency, µM (top dose mostly 77.5 µM), for the others: at the highest dose activity change, negative = displacement, hits mostly inhibitors; 350,000 tested, 0.074% active; further: potency means the concentration at half of the fitted maximal effect; on the % scale 0 is the no-effect control and ±100 the full control effect; nearly all actives have a fitted effect of over 20% in size
Target sequence (P02791 2-175 limits assumed): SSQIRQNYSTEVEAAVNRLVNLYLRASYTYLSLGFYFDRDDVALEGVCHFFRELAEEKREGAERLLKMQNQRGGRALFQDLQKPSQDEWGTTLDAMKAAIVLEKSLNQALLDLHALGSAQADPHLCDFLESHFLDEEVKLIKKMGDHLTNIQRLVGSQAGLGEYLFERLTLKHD
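Horse-spleen apoferritin (10 uM) was mixed with 50% saturated 1-aminoanthracene in PBS, exposed to compounds for 10 min at room temperature, and read for fluorescence (ex 380 nm, em 535 nm). Competitive displacement was fitted with a four-parameter Hill equation.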
ALOX12 inh = Primary qHTS assay for inhibitors of human arachidonate 12S-lipoxygenase (ALOX12): Round 2. Polyunsaturated fatty acid lipoxygenase ALOX12 (Homo sapiens), P18054. purified 12hLO, xylenol orange hydroperoxide absorbance. Potency, µM (doses to about 108 µM), inactives show top-dose activity change, negative = inhibition, hits mostly inhibitors. 580,000 tested, 1.1% active. AID 1671190, 2021; further: potency means the concentration at half of the fitted maximal effect; on the % scale 0 is the no-effect control and ±100 the full control effect
Target sequence (P18054 whole entry, looked up): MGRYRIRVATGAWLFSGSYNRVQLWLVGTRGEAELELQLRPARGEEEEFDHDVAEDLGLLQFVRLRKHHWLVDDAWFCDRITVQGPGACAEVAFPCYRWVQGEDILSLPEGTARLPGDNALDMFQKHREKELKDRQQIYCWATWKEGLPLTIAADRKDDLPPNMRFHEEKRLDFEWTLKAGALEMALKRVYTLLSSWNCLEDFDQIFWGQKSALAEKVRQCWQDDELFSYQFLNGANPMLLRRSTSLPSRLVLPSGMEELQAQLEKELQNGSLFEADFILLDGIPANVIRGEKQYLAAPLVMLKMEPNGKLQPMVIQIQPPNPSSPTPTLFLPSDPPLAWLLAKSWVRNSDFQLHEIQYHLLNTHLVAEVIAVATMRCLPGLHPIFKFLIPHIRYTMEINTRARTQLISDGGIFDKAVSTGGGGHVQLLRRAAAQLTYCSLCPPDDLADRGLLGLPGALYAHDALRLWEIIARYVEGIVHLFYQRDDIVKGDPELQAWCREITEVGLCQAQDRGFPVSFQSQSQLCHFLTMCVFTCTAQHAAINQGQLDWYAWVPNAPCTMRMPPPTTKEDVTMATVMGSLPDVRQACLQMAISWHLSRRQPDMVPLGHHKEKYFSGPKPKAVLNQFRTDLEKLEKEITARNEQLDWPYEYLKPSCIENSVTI
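Purified human 12hLO (150 nM final) in 25 mM Hepes, 0.01% Triton X-100, pH 7.0 was preincubated 15 min at room temperature with compound. Then 40 uM arachidonic acid was added, 30 min. Hydroperoxide was read by Fe-XO absorbance ratio 573/405 nm.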
POLH inh = qHTS for Inhibitors of Polymerase Eta; DNA polymerase eta (Homo sapiens), Q9Y253; recombinant Pol eta, fluorescent DNA replication assay; 390,000 tested, 1.2% active; Potency, µM (doses to about 114 µM), for inactives: at the top dose activity change, negative = inhibition, usual class: inhibitors; further: potency means the concentration at half of the fitted maximal effect; on the % scale 0 is the no-effect control and ±100 the full control effect
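Fluorescent replication assay: 50 nM final substrate added after a 15 min room-temperature compound preincubation with 10 nM enzyme. Signal taken at 0 min and again at 10 min.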
RGS4 inhibitor = Inhibitors of Regulator of G Protein Signaling (RGS) 4: qHTS | Regulator of G-protein signaling 4 (Homo sapiens), P49798 | Transcreener GDP fluorescence polarization, RGS4-accelerated GTP hydrolysis | Potency, µM (doses to about 114 µM), for inactives: at the highest dose activity change, negative = inhibition, usual class: inhibitors | 390,000 tested, 0.039% active; further: potency means the concentration at half of the fitted maximal effect; on the % scale 0 is the no-effect control and ±100 the full control effect; nearly all actives have a fitted effect of over 75% in size; some results filed as inactive show a strong effect at the top dose
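MLSMR compounds (23 nl, pin-transferred) preincubated 10 min at room temperature with a 500nM (2x) first reagent, then RGS4 at 900nM (2x) plus Transcreener GDP mix added; fluorescence polarization (620/688 nm) read before and after 90 min at 30 °C.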
ERG-DNA inh = qHTS for Small Molecule Inhibitors of the ERG Ets/DNA interaction. Transcriptional regulator ERG (Homo sapiens), P11308. fluorescence polarization, His-ERG Ets domain / labelled DNA. Potency, µM (series often up to 76.9 µM), for the others: top-dose FP activity, negative = inhibition, hits mostly inhibitors. 370,000 tested, 0.028% active; active means well fitted inhibition curve with a large enough effect in the polarisation, with a control signal flat; inconclusive means small, poorly fitted or top-dose-only effect, or effect the other way, or a change in a side signal; inactive means no such curve, though single readings can be large or run the other way; the % refers to the polarisation;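 further: polarization taken with two DNA probes labelled with fluorescein and Texas red; potency means the concentration at half of the fitted maximal effect; % of control where 0% means no effect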
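His-tagged ERG Ets domain (1 uM in the protein solution; 300mM KCl, 50mM Tris-HCl, 1mM EDTA, 1mM DTT, pH 7.5) received compound, then a probe mix of 5 nM fluorescein-DNA and 100nM Texas-615-DNA. Fluorescence polarization was read for both dyes.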
POLB inh = qHTS Assay for Inhibitors of DNA Polymerase Beta. Potency, µM (highest dose often 114 µM), for the others: at the top dose activity change, negative = inhibition, actives largely listed as inhibitors. 340,000 tested, 1.3% active. AID 485314, 2010. P06746. Pol beta primer extension/strand displacement, fluorescence kinetic; further: potency means the concentration at half of the fitted maximal effect; on the % scale 0 is the no-effect control and ±100 the full control effect
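Human Pol beta at 10 nM; strand-displacement substrate 50 nM final. Compound exposure 15 min at room temperature before start, reaction 10 min at room temperature.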
Pol kappa inh = qHTS for Inhibitors of Polymerase Kappa; purified Pol kappa, fluorescent DNA synthesis assay, 10 min; Potency, µM (titrated, usually from 107 µM), for the others: at the top dose activity, negative = inhibition, most hits filed as inhibitors; 400,000 tested, 0.53% active; further: potency means the concentration at half of the fitted maximal effect; on the % scale 0 is the no-effect control and ±100 the full control effect
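Readout: fluorescence, taken kinetically at 0 and 10 min. Conditions: 10 nM Pol kappa, 15 min RT compound preincubation, 50 nM substrate final. Controls: enzyme-free buffer wells.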
* hit, by the source's call; u = inconclusive; x = not tested or not shown; [ ] = dose if it differs, or a comment. Unless noted, the call rests on the fitted dose curve; in most records, active means well fitted curve in the direction sought with a large enough effect; inconclusive means small, poorly fitted or top-dose-only effect, or another doubt; inactive means no such curve, though single readings can be large; an effect the other way counts as inactive or inconclusive.

SMILES	APEX1 inh	LDHA inh	Anesthetic bind	ALOX12 inh	POLH inh	RGS4 inhibitor	ERG-DNA inh	POLB inh	Pol kappa inh
O=C(c1cccc(Cl)c1)N1CCC(c2nc3ccccc3[nH]2)CC1	14%	-1	-9%	0%	-16%	32%	2%	-14%	-9%
O=C(Nc1ccc(OC(F)(F)F)cc1)c1ccc(S(=O)(=O)N2CCOCC2)o1	-4%	-2	-8%	6%	-14%	4%	-6%	-27%	0%
O=C(O)CSc1c(O)c2ccccc2[nH]c1=O	5%	5	-3%	-2%	1%	u	-2%	-1%	0%
Fc1ccccc1-n1c(-c2ccc3ccccc3n2)n[nH]c1=S	15%	-13	-7%	u	-1%	1%	-1%	29%	-5%
CC1(c2nnc(-c3ccc(Cl)cc3)o2)CC(c2c(Cl)cccc2Cl)=NO1 (stereo not given)	15%	-9	2%	-3%	-16%	-10%	2%	39%	-11%
O=C(Nc1nc2c(F)cccc2s1)c1ccco1	-1%	2	-13%	30%	-10%	-18%	2%	1%	16%
O=C(Oc1c(-c2ccccc2)c(=O)n2c3c(cccc13)CC2)c1ccc(F)cc1	10%	1	-4%	67%[activator]	6%	9%	2%	37%	-8%
CC(C)NC(=O)N(C)C[C@@H]1Oc2c(NC(=O)Nc3ccccc3)cccc2C(=O)N([C@H](C)CO)C[C@H]1C	16%	-8	x	u	-3%	0%	-14%	x	-3%
O=C1/C(=C\c2ccc(O)cc2)SC(=S)N1Cc1ccccc1	-8%	-4	-22%	u	-12%	-2%	161%[activator]	u	-26%
CCN(CC)S(=O)(=O)c1ccc(N2CCOCC2)c(NC(=O)C23CC4CC(CC(Cl)(C4)C2)C3)c1	-9%	-2	45%[activator]	-4%	-16%	-6%	-2%	-20%	-3%
COc1ccccc1NC(=O)CN1C(=O)CC(c2ccc(C)c(C)c2)=Nc2ccccc21	x	1	-2%	-9%	-2%	-1%	-7%	u	22%
CN(C)C1=NC[C@H](Cc2ccccc2)N1CC1CCCCCC1	5%	-14	x	21%	-11%	-28%	-8%	x	-9%
CC(C)(C)C(=O)n1nc(-c2ccccc2)oc1=O	7%	-8	-7%	-11%	-10%	-22%	1%	30%	u
NC(=O)[C@@H]1CCCCNc2c(F)cc([N+](=O)[O-])cc2C(=O)N[C@@H](CCCN=C(N)N)C(=O)NCC(=O)N1	u	2	4%	-9%	-10%	1%	1%	4%	0%
Cc1ccc(NC(=O)CN(C)S(=O)(=O)c2ccc3[nH]c4c(c3c2)CCCC4)c(Cl)c1	x	6	4%	u	-15%	-25%	4%	11%	-1%
Cc1ccc([C@@H]2CC=C(C(=O)O)[C@H](c3ccccc3)N2S(=O)(=O)c2ccccc2C)cc1	25%	-3	x	4%	-2%	14%	-21%	x	-13%
COc1ccccc1N1CCN(C(=O)c2nc(SC)ncc2Cl)CC1	x	3	-13%	-17%	-22%	-7%	-1%	-14%	-5%
CCOC(=O)c1ccccc1NC(=O)COC(=O)CCC1CCCC1	-6%	5	x	240%[activator]	u	-6%	-1%[15.4 µM]	x	2%
O=C(Nc1ccc(F)cc1F)c1cc(=O)n(-c2ccccc2)c(=O)[nH]1	-7%	1	-2%	-2%	-1%	7%	-20%	42%	5%
O=C(O)C1CCCCC1C(=O)Nc1cccc(Br)c1 (stereo not given)	0.47µM*	-2	x	-5%	13µM*	-14%	-15%	x	u
COCCNC(=O)c1cnn2c1NC(c1ccco1)CC2C(F)(F)F (stereo not given)	2%	0	0%	u	8%	-16%[56.9 µM]	19%	30%	-16%
O=C(NCCN1CCCc2ccccc21)C1CCC(=O)N(CCc2ccccc2)C1 (stereo not given)	16%	4	-8%	-10%	8%	-5%	7%	-12%	-6%
CCc1ccc(NC(=O)C(=O)NCC(c2cccnc2)N2CCc3ccccc3C2)cc1 (stereo not given)	x	-4	-5%	-14%	-20%	-8%	-1%	-20%	-13%
COc1ccc(N2CC(=O)N(c3ccc(OC)c(OC)c3)CC2=O)cc1OC	1%	-6	-2%	38%[activator]	-6%	-6%	-9%	-1%	-6%

Nine entries from above, with two lines to a compound:
Below each compound – APEX1 inh, LDHA inh, Anesthetic bind, ALOX12 inh, POLH inh, RGS4 inhibitor, ERG-DNA inh, POLB inh, Pol kappa inh
Cc1ccc([C@@H]2CC=C(C(=O)O)[C@H](c3ccccc3)N2S(=O)(=O)c2ccccc2C)cc1
    25%, -3, x, 4%, -2%, 14%, -21%, x, -13%
COc1ccccc1N1CCN(C(=O)c2nc(SC)ncc2Cl)CC1
    x, 3, -13%, -17%, -22%, -7%, -1%, -14%, -5%
CCOC(=O)c1ccccc1NC(=O)COC(=O)CCC1CCCC1
    -6%, 5, x, 240%[activator], u, -6%, -1%[15.4 µM], x, 2%
O=C(Nc1ccc(F)cc1F)c1cc(=O)n(-c2ccccc2)c(=O)[nH]1
    -7%, 1, -2%, -2%, -1%, 7%, -20%, 42%, 5%
O=C(O)C1CCCCC1C(=O)Nc1cccc(Br)c1 (stereo not given)
    0.47µM*, -2, x, -5%, 13µM*, -14%, -15%, x, u
COCCNC(=O)c1cnn2c1NC(c1ccco1)CC2C(F)(F)F (stereo not given)
    2%, 0, 0%, u, 8%, -16%[56.9 µM], 19%, 30%, -16%
O=C(NCCN1CCCc2ccccc21)C1CCC(=O)N(CCc2ccccc2)C1 (stereo not given)
    16%, 4, -8%, -10%, 8%, -5%, 7%, -12%, -6%
CCc1ccc(NC(=O)C(=O)NCC(c2cccnc2)N2CCc3ccccc3C2)cc1 (stereo not given)
    x, -4, -5%, -14%, -20%, -8%, -1%, -20%, -13%
COc1ccc(N2CC(=O)N(c3ccc(OC)c(OC)c3)CC2=O)cc1OC
    1%, -6, -2%, 38%[activator], -6%, -6%, -9%, -1%, -6%

Part of the list above in a different format:
| Structure | APEX1 inh | LDHA inh | Anesthetic bind | ALOX12 inh | POLH inh | RGS4 inhibitor | ERG-DNA inh | POLB inh | Pol kappa inh |
| --- | --- | --- | --- | --- | --- | --- | --- | --- | --- |
| CC1(c2nnc(-c3ccc(Cl)cc3)o2)CC(c2c(Cl)cccc2Cl)=NO1 (stereo not given) | 15% | -9 | 2% | -3% | -16% | -10% | 2% | 39% | -11% |
| O=C(Oc1c(-c2ccccc2)c(=O)n2c3c(cccc13)CC2)c1ccc(F)cc1 | 10% | 1 | -4% | 67%[activator] | 6% | 9% | 2% | 37% | -8% |

A portion of the library; count on the stated rates, not on these rows.
